Screens deposited in PubChem by several laboratories.
IEC-6 tox – counter-screen for KLF5 inhibitors: cytotoxicity in IEC-6 cells; IEC-6 cytotoxicity, luminescence viability; hit rate 0.78% among 290,000; inhibition, % at 5 µM; in the data active = inhibition above about 22%;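 note: 0% = plate median of test compound wells and 100% = cytotoxic reference compound wells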
AI-2 QS mod – modulates the Vibrio harveyi AI-2 quorum sensing system | Vibrio harveyi JMH597 AI-2 luminescence/OD600 ratio, 9 h; hits give low values; strain lacks LuxN and CqsS sensors; 0 = neutral-control median | activity change, % at 7.5 µM | hit rate 0.4% among 300,000; in the data active = activity change below about -75%, passing the limit was not always enough;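 note: luminescence divided by OD600 gain over 9 h not by final OD600 alone; inactives centre near 13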
HSF-1 act – increases HSF-1 driven luciferase reporter signal; NIH3T3-HGL HSF-1 luciferase reporter, MG132, 8 h; 100% = twice DMSO control signal; activation, % at 9 µM; AID 504408; hit rate 1.7% among 300,000;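 active = mean replicate activation of at least 50% with a set share of replicates each reaching 50%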;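 note: 0% = median of the neutral control wells and 100% = twice that signal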
HIF activator – HIF pathway transcriptional activation | U2OS HRE-luciferase reporter, luminescence; normalized: DMSO 0%, desferrioxamine 100% | activation, % at 7.5 µM (by protocol) | hit rate 0.32% among 300,000;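 active = mean activation of at least 10% of the iron chelator positive control signal, with at least half of replicates also reaching 10%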
aSyn UTR inh – 5' untranslated region of α-synuclein, MLPCN primary screen | alpha-synuclein 5'UTR reporter, inhibitor activity | inhibition, % (tested at 7.5 µM) | hit rate 0.82% among 300,000; in the data active = inhibition above about 60%;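 note: H4 neuroglioblastoma cells stably carrying SNCA 5'UTR luciferase fusion; 0% = DMSO wells and 100% = positive control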
Platelet DG rel – platelet dense granule release activity | human platelet-rich plasma, SFLLRN dense granule ATP release, luminescence | inhibition, %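 (compounds screened at 7.5 µM in platelet-rich plasma)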 | hit rate 0.22% among 300,000 | AID 1663;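 active = mean replicate score, as percent of positive control, at or above 50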
HDAC3 inh – inhibitors of human histone deacetylase 3; O15379; recombinant HDAC3, fluorogenic peptide/trypsin coupled, fluorescence; inhibition, % at 8.3 µM; hit rate 0.15% among 320,000; AID 2718; in the data active = inhibition above about 26%, passing the limit was not always enough
Target sequence (O15379 whole entry, looked up): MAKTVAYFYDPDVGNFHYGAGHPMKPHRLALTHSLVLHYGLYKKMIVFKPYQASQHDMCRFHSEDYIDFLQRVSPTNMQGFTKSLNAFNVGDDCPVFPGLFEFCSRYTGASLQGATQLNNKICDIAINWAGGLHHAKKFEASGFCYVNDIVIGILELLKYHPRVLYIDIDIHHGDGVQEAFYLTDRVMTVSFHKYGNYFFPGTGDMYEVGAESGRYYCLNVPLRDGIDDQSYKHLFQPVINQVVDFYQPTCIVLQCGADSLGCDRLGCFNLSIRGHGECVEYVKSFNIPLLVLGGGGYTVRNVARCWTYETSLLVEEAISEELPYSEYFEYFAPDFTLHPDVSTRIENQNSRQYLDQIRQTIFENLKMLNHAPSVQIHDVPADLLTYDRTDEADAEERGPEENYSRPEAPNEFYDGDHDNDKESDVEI
HSP90 refold inh – blocks HSP90-mediated luciferase refolding in reticulocyte lysate | Rabbit reticulocyte lysate, luciferase refolding luminescence, 3 h | inhibition, % at 5.6 µM | hit rate 0.91% among 290,000;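 active = inhibition above the screen-wide mean plus 3 SD, computed separately per campaign, cut at about 16% in these data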;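 note: 0% = DMSO wells and 100% = 60 µM geldanamycin wells; inhibitors lower the luminescence because luciferase stays unfolded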
KLF5 inh – suppresses KLF5 promoter-driven expression; DLD-1 KLF5 promoter-luciferase reporter, luminescence; inhibition, % at 5 µM; hit rate 0.23% among 290,000; AID 1700;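 active = inhibition above a per-plate limit of that plate's mean compound inhibition plus 3 SD, cut at about 60% in these data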;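 note: 0% = DMSO wells and 100% = LY294002 at 200 µM; higher means less KLF5 promoter-driven luciferase light; inactives centre near -14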
HSF1 inh – HSF1 inhibition; hit rate 0.77% among 300,000; activity change, negative = inhibition, % at 7.5 µM (by protocol); NIH3T3-HGL HSE-luciferase, MG132-induced, luminescence 8 h; hits give low values; AID 2098;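 active = more than half of replicate wells show activity change below -50%, luminescence cut by over half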;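 note: luciferase reports HSF-1 transcriptional activity via heat shock element; 0% = median of DMSO wells and -100% = zero luminescence signal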
An asterisk follows results filed as active; i = inactive; · = no result given. No enrichment for hits; overall some 5% were active at least once.

No.	SMILES	HIF activator	Platelet DG rel	aSyn UTR inh	HSF1 inh	HSF-1 act
1	COC(=O)c1cc(Br)c(N)cc1OC	-0.8	-2	-17	-3	6
2	COc1ccc(/C=N/NC(=O)c2cccnc2)c(C(=O)O)c1OC	-0.1	-1	4	29	73*
3	CCCCCCn1c(-c2cccs2)n[nH]c1=S	-0.8	-2	20	-7	3
4	Cc1ccc(C(C(=O)NCc2ccco2)N(C(=O)CNC(=O)c2cccs2)c2c(C)cc(C)cc2C)cc1 (stereo unspecified)	0.0	-9	24	4	21
5	O=Cc1cccn1-c1ccccc1	-0.2	-2	10	-4	0
6	Cc1ccccc1-c1nc(CS(=O)CC(=O)NCCN2CCN(Cc3ccccc3)CC2)c(C)o1 (stereo unspecified)	0.1	11	6	0	-7
7	CCCOc1ccc(/C=N/NC(=O)C(=O)Nc2ccccn2)cc1	0.4	12	11	1	7
8	CCCSC1C(C)=C(C)C(=O)N1Cc1ccccc1 (stereo unspecified)	-0.7	-1	2	1	-2
9	CN(C)CCCSc1nc2ccccc2s1	1.3	-4	-29	-1	-2
10	CC1=C(/C=N/Nc2ccc([N+](=O)[O-])cc2[N+](=O)[O-])C(C)(C)CCC1	-0.7	7	-13	1	-10
11	Cc1cc(NC(=S)NC(=O)c2ccccc2)ccc1-c1cc2ccccc2oc1=O	2.0	-1	32	-8	-9
12	O=C(Nn1cnc2ccccc2c1=O)c1ccccc1	0.1	15	-33	-6	-2

No.	AI-2 QS mod	HDAC3 inh	KLF5 inh	HSP90 refold inh	IEC-6 tox
1	29	0	-11	3	-2
2	4	-3	-23	-1	4
3	8	-17	11	7	-1
4	20	8	-41	-1	-4
5	1	-2	·	·	·
6	1	3	-25	0	-5
7	6	-4	-19	-5	-2
8	6	-3	-10	4	9
9	15	11	-64	-1	-3
10	21	-3	-20	1	5
11	39	-7	-19	-3	3
12	16	1	-11	-4	6

Next section:
No.	SMILES	HIF activator	Platelet DG rel	aSyn UTR inh	HSF1 inh	HSF-1 act
13	Cc1ccc(Cl)cc1NC(=S)NCCCSC1CCCCC1	-0.5	3	23	-2	0
14	C#CCOCCOCCOCCNc1nc(N2CCN(C(=O)[C@H](Cc3cc4ccccc4[nH]3)n3cc([C@@H](N)C(C)CC)nn3)CC2)nc(N2CCN(C(=O)[C@H](Cc3cc4ccccc4[nH]3)n3cc([C@@H](N)Cc4ccc(O)cc4)nn3)CC2)n1 (stereo partly specified)	0.2	0	-9	-12	-12
15	O=C(c1ccco1)N1CCN=C1SCc1ccccc1Cl	·	4	27	-5	-5
16	Cc1cc([N+](=O)[O-])cc2c1-c1ncccc1C2=Nc1ccccc1	0.2	4	-9	2	5
17	COc1ccc(-c2c(C)n([O-])c3c([n+]2=O)CCCC3)cc1	-0.6	-3	12	-8	-12
18	O=C(O)Cn1ncn(-c2ccc(OC(F)(F)F)cc2)c1=O	-0.3	0	13	0	-4
19	COc1ccc(OCC(=O)Nc2ccc(C)c(S(=O)(=O)N(C)C)c2)cc1	0.7	6	-8	2	13
20	O=C(O)c1cc(-c2cccnc2)nn1-c1ccccn1	0.4	·	6	0	-5
21	Cc1cccc(OCc2nnc(SC(C)C(=O)O)n2-c2ccccc2)c1 (stereo unspecified)	-0.9	0	-20	-5	7
22	Cc1ccc(N(CC(=O)NC2CCCCC2)S(=O)(=O)c2cccs2)cc1	-0.4	-27	5	0	-7
23	O=C(N/N=C/c1ccc([N+](=O)[O-])o1)c1ccc(NS(=O)(=O)c2cccs2)cc1	0.3	-14	-1	1	6
24	COc1ccc(CN2CCN(c3ccccc3OC)CC2)c(OC)c1	-40	-6	16	1	33

No.	AI-2 QS mod	HDAC3 inh	KLF5 inh	HSP90 refold inh	IEC-6 tox
13	19	13	-11	2	4
14	18	3	-1	21*	2
15	11	11	-29	-3	-1
16	10	-2	0	4	7
17	16	11	-19	-1	-3
18	12	2	-24	-2	-1
19	-21	-2	-3	-1	4
20	20	2	-7	4	5
21	28	0	-24	1	-1
22	4	7	-15	-6	-1
23	36	8	-29	-1	-4
24	19	-7	-15	-3	7

Further results:
No.	SMILES	HIF activator	Platelet DG rel	aSyn UTR inh	HSF1 inh	HSF-1 act
25	COc1ccc(C(=O)NCC(=O)N=Nc2c(O)n(C)c3ccccc23)cc1OC	·	-4	3	·	·
26	COCc1nnc(NC(=O)CCN2C(=O)c3ccccc3C2=O)s1	-0.2	19	7	6	4
27	CCOc1cc(Cl)c(S(=O)(=O)NCCCN2CCOCC2)cc1Cl	-0.4	21	4	2	6
28	CCN(CC(=O)Nc1cc(Cl)ccc1C)C(=O)CN1C(=O)NC(CC)(c2ccccc2)C1=O (stereo unspecified)	-0.5	-1	14	-4	7
29	CC(C)NS(=O)(=O)c1ccc(NC(=O)C2CC3C=CC2C3)cc1 (stereo unspecified)	-0.2	-2	-17	-15	-2
30	CCN1CCN(CC2CC3C=CC2C3)CC1 (stereo unspecified)	0.8	-1	-15	3	-15
31	COc1ccc(OCCNC(=O)c2ccccc2OCC(=O)Nc2ccc(NC(C)=O)cc2)cc1	0.7	-4	-45	6	-14
32	Cc1cccc(/C=N/NC(=O)Cc2ccc(Cl)cc2)c1O	0.4	2	14	3	3
33	COc1ccc(OC)c(/C(O)=C/C(=O)C(=O)Nc2cc(C)cc(C)c2)c1	-0.5	1	-12	3	3
34	Cc1[nH][nH]c(=O)c1C(c1ccc2c(c1)OCO2)c1c(C)[nH][nH]c1=O	-0.1	6	10	7	11
35	CC(C)N(C(=O)COC(=O)c1cccc(C(=O)OCC(=O)N(C(C)C)C(C)C)n1)C(C)C	-0.3	-2	8	-9	0
36	CCOc1ccccc1/C=C\c1nc(O)c([N+](=O)[O-])c(=O)[nH]1	1.8	-1	1	-6	-4

No.	AI-2 QS mod	HDAC3 inh	KLF5 inh	HSP90 refold inh	IEC-6 tox
25	16	11	-4	-1	-5
26	-32	4	-25	-2	-4
27	18	-2	-31	-6	2
28	8	·	·	·	·
29	18	6	-34	1	-2
30	6	-3	-21	2	-1
31	6	-5	-14	0	6
32	-71	8	2	-4	2
33	47	4	-18	4	-2
34	26	5	12	10	8
35	24	0	-7	-2	-8
36	23	1	-36	4	-4

Remaining list, next part:
No.	SMILES	HIF activator	Platelet DG rel	aSyn UTR inh	HSF1 inh	HSF-1 act
37	COc1ccc(NC(=O)Cn2c(-c3ccccc3)cn(-c3ccc(C)cc3)c2=O)cc1	0.2	-6	-17	-7	-7
38	CCSc1ccc(C(=O)Nc2cccc(C)n2)cc1[N+](=O)[O-]	0.3	16	-36	5	16
39	CCOC(=O)c1c(C)c(C(=O)NCCCOC(C)C)c(C)n1C	-0.5	1	19	-2	-4
40	Cc1ccc(/C=N/n2c(-c3cccc(Cl)c3)n[nH]c2=S)o1	0.9	-16	-8	-3	10
41	c1ccc(OCCOCCN2CCc3ccccc3C2)cc1	-0.1	6	-41	·	·
42	COc1cccc(/C=C2/SC(=S)N(CC(=O)NC3C=CS(=O)(=O)C3)C2=O)c1 (stereo unspecified)	-1.2	-4	-1	5	-14
43	O=C(COc1ccccc1)Nc1ccc(C(=O)N2CCCC2)cc1	0.2	14	-24	-3	2
44	CCOC(=O)CSc1nc2ccccc2c(=O)n1CC	0.4	-3	6	-8	7
45	C#CCOCCOCCOCCNc1nc(N2CCN(C(=O)C([C@@H](C)CC)n3cc(C(N)CC(C)C)nn3)CC2)nc(N2CCN(C(=O)[C@H](CCCCN)n3cc(C(N)COC(=O)C(F)(F)F)nn3)CC2)n1 (stereo partly specified)	-1.2	9	17	-2	-18
46	COc1ccc(/C=C2\COc3ccccc3C2=O)cc1OC	0.7	-4	-28	-11	-1
47	O=C(c1oc2ccccc2c1CSCc1ccccc1)N1CCN(c2ncccn2)CC1	0.1	3	22	2	48
48	Nc1ccccc1C(=O)NCc1ccccc1	-0.6	2	-13	2	23

No.	AI-2 QS mod	HDAC3 inh	KLF5 inh	HSP90 refold inh	IEC-6 tox
37	41	1	2	4	-6
38	13	-6	-21	2	-5
39	-6	-4	-4	-2	7
40	11	7	-14	0	-2
41	11	-3	-23	-5	-1
42	21	-5	-5	2	3
43	7	-3	-5	2	4
44	7	-2	13	2	-2
45	-1	-7	·	·	·
46	12	5	2	4	0
47	30	-10	-9	-1	-3
48	8	-14	6	-1	-1

Other entries.
No.	SMILES	HIF activator	Platelet DG rel	aSyn UTR inh	HSF1 inh	HSF-1 act
49	Oc1ccc(/C=N/NC(=S)Nc2cccnc2)cc1	1.1	10	-51	10	12
50	c1ccc2c(NCCc3c[nH]c4ccccc34)c3ccccc3nc2c1	13*	-7	i	1	1
51	CC1=CC(=NOC(=O)c2cccc([N+](=O)[O-])c2)C=C(C)C1=O	-0.8	1	0	-9	-2
52	COc1cc(OC)c(NC(=S)NCc2ccc(F)cc2)cc1Cl	-0.4	-1	-24	1	9
53	CSc1ccc(CN2CCCCCC2)cc1	-0.3	2	-1	-9	6
54	c1ccc(-n2ncc3cccnc32)cc1	0.8	5	-32	-1	·
55	O=c1cc(N2CCCCC2)c(-c2ccccc2)nn1Cc1ccc(Cl)cc1Cl	-0.4	-11	26	23	41
56	CC(=O)Oc1ccccc1N(C(C)=O)S(=O)(=O)c1cccc([N+](=O)[O-])c1	-0.4	2	-5	-2	2
57	Cc1cccc(CCNC(=O)C2CCN(S(=O)(=O)c3cccc4nsnc34)CC2)c1	0.2	0	14	7	16

No.	AI-2 QS mod	HDAC3 inh	KLF5 inh	HSP90 refold inh	IEC-6 tox
49	8	9	-58	9	2
50	57	-4	-19	-2	22*
51	36	6	-34	4	-1
52	12	5	7	-1	-1
53	10	2	-40	-4	-5
54	27	0	-6	-1	2
55	15	6	10	2	2
56	19	-1	-29	3	5
57	36	2	-19	5	3

Reformatted with one line to a screen: entries from further up.
46	COc1ccc(/C=C2\COc3ccccc3C2=O)cc1OC
47	O=C(c1oc2ccccc2c1CSCc1ccccc1)N1CCN(c2ncccn2)CC1
48	Nc1ccccc1C(=O)NCc1ccccc1
49	Oc1ccc(/C=N/NC(=S)Nc2cccnc2)cc1
50	c1ccc2c(NCCc3c[nH]c4ccccc34)c3ccccc3nc2c1
51	CC1=CC(=NOC(=O)c2cccc([N+](=O)[O-])c2)C=C(C)C1=O
52	COc1cc(OC)c(NC(=S)NCc2ccc(F)cc2)cc1Cl
53	CSc1ccc(CN2CCCCCC2)cc1
54	c1ccc(-n2ncc3cccnc32)cc1
entry no.	46	47	48	49	50	51	52	53	54
HIF activator	0.7	0.1	-0.6	1.1	13*	-0.8	-0.4	-0.3	0.8
Platelet DG rel	-4	3	2	10	-7	1	-1	2	5
aSyn UTR inh	-28	22	-13	-51	i	0	-24	-1	-32
HSF1 inh	-11	2	2	10	1	-9	1	-9	-1
HSF-1 act	-1	48	23	12	1	-2	9	6	·
AI-2 QS mod	12	30	8	8	57	36	12	10	27
HDAC3 inh	5	-10	-14	9	-4	6	5	2	0
KLF5 inh	2	-9	6	-58	-19	-34	7	-40	-6
HSP90 refold inh	4	-1	-1	9	-2	4	-1	-4	-1
IEC-6 tox	0	-3	-1	2	22*	-1	-1	-5	2
